PLAP activator – activators of human placental alkaline phosphatase. purified PLAP enzyme, luminescent substrate read-out; hits give high values. P05187. AID 696. 96,000 compounds, 1.2% hits. activation fold at 20 µM; in the data active = activation fold above about 2
Target sequence (P05187 whole entry, looked up): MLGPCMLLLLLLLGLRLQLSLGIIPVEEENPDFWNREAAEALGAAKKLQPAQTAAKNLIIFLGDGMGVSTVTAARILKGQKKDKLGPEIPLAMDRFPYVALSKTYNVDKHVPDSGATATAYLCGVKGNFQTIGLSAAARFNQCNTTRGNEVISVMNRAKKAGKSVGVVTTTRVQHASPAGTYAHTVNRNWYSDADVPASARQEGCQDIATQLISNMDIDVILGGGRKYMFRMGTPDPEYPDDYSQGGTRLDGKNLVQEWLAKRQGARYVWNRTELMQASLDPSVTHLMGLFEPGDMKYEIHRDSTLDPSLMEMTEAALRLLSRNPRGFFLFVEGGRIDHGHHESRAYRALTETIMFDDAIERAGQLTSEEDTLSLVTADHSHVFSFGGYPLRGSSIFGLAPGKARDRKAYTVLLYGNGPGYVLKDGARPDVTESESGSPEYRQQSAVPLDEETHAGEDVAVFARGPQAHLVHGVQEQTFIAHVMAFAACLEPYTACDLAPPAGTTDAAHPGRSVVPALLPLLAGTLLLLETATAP
CYP2C19 act – cytochrome P450 2C19 (human) activation | 96,000 tested, under 10 active | recombinant CYP2C19, luciferin-H EGE luminescence; hits give high values; 0 = fully inhibited enzyme, 1 = untreated enzyme | activation factor at 5 µM | P33261;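 active = activation factor of at least 2 at 5 µM in the primary screen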;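 also: 0 = wells with 2.5 mM tranylcypromine and 1 = vehicle-only wells; values of inactives mirror those of a sister screen read the other way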
PTK2B oligo ant – blocks oligomerization of human Pyk2 in cells; Q14289; Q293 cells, Pyk2 FERM NanoBiT luminescence; hits give low values; z-score (the deposit names both 25 µM and 10 µM); 99,000 compounds, 0.83% hits; AID 1347419;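 active = Z-score of -3 or lower, scaled per plate to the spread of control and sample wells; inactive = z-score above -3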;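 also: negative z-score means lost luminescence so less FERM oligomerization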
E coli WT exp – growth inhibitors of E. coli BW25113 wild type. OD600 absorbance. growth inhibition, % at 100 µM. 98,000 compounds, 0.15% hits. AID 710;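 active = growth inhibition above about 50% at one test dose, limit read from the data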;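 also: growth measured after 20 h incubation at 37 °C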
CYP2C19 inh – human CYP2C19 inhibition. P33261. CYP2C19 Supersomes, luciferin-H EGE luminescence, 30 min. inhibition, % at 5 µM. 96,000 compounds, 21% hits. AID 778;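 active = CYP2C19 inhibition above a set limit at 5 µM in the primary screen, cut at about 50% in these data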;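 also: plate controls were negative control wells for no effect and 2.5 mM tranylcypromine positive control for full effect; values of inactives mirror those of a sister screen read the other way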
CYP2C9 activ – increases human cytochrome P450 2C9 activity | recombinant CYP2C9, luciferin-H conversion, luminescence; hits give high values; factor 1 = untreated enzyme, 0 = blocked | activation factor at 5 µM | 96,000 compounds, 1.4% hits | AID 1024;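 active = activation factor of 2 or more for CYP2C9 at a 5 µM dose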;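 also: 0 = sulfaphenazole-blocked wells and 1 = vehicle-only wells; values of inactives mirror those of a sister screen read the other way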
Target sequence (P11712 whole entry, looked up): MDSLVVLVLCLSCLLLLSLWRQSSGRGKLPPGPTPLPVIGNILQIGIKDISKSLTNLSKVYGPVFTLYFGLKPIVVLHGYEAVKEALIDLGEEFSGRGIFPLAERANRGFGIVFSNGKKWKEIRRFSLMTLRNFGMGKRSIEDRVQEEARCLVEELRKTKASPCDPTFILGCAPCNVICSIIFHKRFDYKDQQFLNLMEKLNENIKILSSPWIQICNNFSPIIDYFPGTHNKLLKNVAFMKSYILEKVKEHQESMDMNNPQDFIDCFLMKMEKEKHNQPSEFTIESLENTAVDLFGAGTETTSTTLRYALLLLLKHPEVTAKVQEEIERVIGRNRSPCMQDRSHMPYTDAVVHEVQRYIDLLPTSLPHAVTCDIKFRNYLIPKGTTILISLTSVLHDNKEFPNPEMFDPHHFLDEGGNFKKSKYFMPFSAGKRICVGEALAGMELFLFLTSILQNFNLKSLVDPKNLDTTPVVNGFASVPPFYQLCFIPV
CYP2C9 inh – inhibitors of human CYP2C9. P11712. CYP2C9 Supersomes, luciferin-H conversion, luminescence. inhibition, % at 5 µM. 96,000 compounds, 20% hits;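 active = blocking of liver enzyme CYP2C9 beyond about 50% at 5 µM, limit read from the data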; also: values of inactives mirror those of a sister screen read the other way
PostGolgi yeast – growth inhibition of a yeast mutant, post-Golgi transport screen; AID 739; post-Golgi transport phenotypic cell assay; 98,000 compounds, 0.9% hits; inhibition, % at 10 µM; in the data active = inhibition above about 30%;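 also: yeast cells grown in 1536-well plates; yeast grown about 18 h at 30C before absorbance read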
EphB4 ephrin blk – EphB4-ephrin-B2 interaction antagonism | P54760 | EphB4 LBD / TNYL-RAW-Alexa532 peptide, fluorescence polarization | inhibition, % at 7 µM | 97,000 compounds, 0.15% hits;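 active = inhibition above the screen-wide mean inhibition plus 3 SD, cut at about 15% in these data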;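 also: 0% = DMSO wells and 100% = excess unlabeled TNYL-RAW peptide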
Active calls of the source: *; · = no result given. Not a hit list (roughly 31% active in at least one column).

mol,PTK2B oligo ant,CYP2C19 act,PostGolgi yeast,EphB4 ephrin blk,CYP2C19 inh,CYP2C9 inh,PLAP activator,CYP2C9 activ,E coli WT exp
CC(=O)N1CCCc2cc(S(=O)(=O)Nc3ccc4c(c3)OCO4)ccc21,0.64,0,2,·,99*,87*,1.2,0.1,0
COC(=O)C1=C(C)NC(=O)/C1=C\c1cc(C)n(-c2cccc(C)c2)c1C,-0.09,0.2,5,-5,79*,84*,1.1,0.2,-5
NC(=O)COc1ccc(C2c3c(oc4ccccc4c3=O)C(=O)N2CC2CCCO2)cc1 (stereo not drawn),0.86,1.2,21,-3,-18,-4,1.1,1,3
CCOC(=O)N1CCC(NC(=O)Cn2cc3c(n2)CCCC3)CC1,·,0.6,4,·,45,-6,1,1.1,-6
CC(=O)c1ccc(NC(=O)C(C)Sc2nnnn2C)cc1 (stereo not drawn),0.48,0.8,8,-6,19,0,0.8,1,9
Cc1cccc(NC(=O)CCSc2nc(C)cc(C)n2)c1,-0.42,0.5,-1,2,52*,-169,1.1,2.7*,11
Cn1nnnc1SCc1cccc(CSc2nnnn2C)n1,-0.32,0,6,6,98*,-2,1.1,1,8
Cn1cccc1C(=O)c1ccc(Cl)cc1Cl,0.07,0.9,6,-3,13,17,0.9,0.8,10
Cc1ccc(S(=O)(=O)c2nc(-c3cccs3)oc2SCC(N)=O)cc1,-1.1,0.7,-3,-1,27,27,1.1,0.7,-6
CN1CCN(Cc2ccc(OCc3ccccc3)cc2)CC1,0.93,1.1,-1,-1,-8,-18,1.4,1.2,-4
O=c1c([N+](=O)[O-])cc(C(F)(F)F)cn1Cc1c(Cl)cccc1Cl,0.15,0.5,0,5,46,20,0.8,0.8,-3
N#Cc1c(N2CCCCC2)nc(N)c2c(N)nc3c(c12)CC(c1ccccc1)O3 (stereo not drawn),-1.8,0.8,0,4,25,64*,1.3,0.4,-10
O=C1CCCC(NCCCCCCNC2=C([N+](=O)[O-])C(=O)CCC2)=C1[N+](=O)[O-],-0.02,1,-2,-2,0,1,0.9,1,4
COc1cccc(S(=O)(=O)Nc2ccc(C(=O)N3CCOCC3)cc2)c1,0.9,0.8,2,2,20,20,1.1,0.8,6
Cc1onc(-c2c(Cl)cccc2Cl)c1C(=O)N/N=C(\N)COc1ccc(Cl)cc1,0.96,1,2,0,-2,86*,1.4,0.1,25
COc1ccc2nc(SCC(=O)Nc3c(C)cc(C)cc3C)[nH]c2c1,-0.49,0.4,4,-2,64*,82*,1.4,0.2,2
CCCCCCn1c(C)nc2c(c1=O)c1nc3ccccc3nc1n2/N=C/c1ccco1,-0.84,1,-8,-5,2,74*,2*,0.3,-8
CC(C)=CC(=O)NCc1c(Cl)cccc1-n1cccc1,0.71,0.9,-6,1,10,21,0.8,0.8,-7
Cc1cc(C)c(C#N)c(SCC(=O)Nc2ccccc2C(N)=O)n1,-1.1,0.7,17,-1,31,2,1,1,-7
COc1ccccc1NC(=O)CSc1nc2ncccc2[nH]1,-0.72,0.7,-4,-6,25,47,1.7,0.5,2
O=c1c2cnn(-c3ccccc3)c2ncn1Cc1cccc(Cl)c1,·,1.1,2,·,-10,2,1.1,1,-6
O=C(O)c1cccc(Cn2c(Cl)c(/C=N/NC(=O)c3ccccc3Cl)sc2=O)c1,-0.28,0.8,1,-5,17,-8,1.1,1.1,-2
COc1cccc(C(=O)NNC2=CC(=O)CC(C)(C)C2)c1,0.16,0.9,4,-3,6,11,1.2,0.9,-11
CC1CN(c2ccc(S(=O)(=O)N3CCOCC3)cn2)CC(C)O1 (stereo not drawn),0.28,1.2,3,-5,-19,-2,1.1,1,7
Cc1cc(C)nc(NC(=O)c2cccc([N+](=O)[O-])c2C)n1,0.45,0.8,1,2,16,5,1,0.9,-4
Cc1cccc(NC(=O)C2CCN(c3nc(C)cc(C)n3)CC2)c1,-0.04,0.8,-7,·,24,13,1.1,0.9,-13
CCOC(=O)N1CCN(C(=O)C2CCCN(S(C)(=O)=O)C2)CC1 (stereo not drawn),1.6,1,19,2,1,9,1,0.9,-14
CCOc1ccc(NC(=O)N2CCC(n3nnc4cc(C)ccc43)CC2)cc1,-0.74,0.1,-4,4,89*,60*,1,0.4,0
COc1ccccc1NC(=O)CN1C(=O)C2(OCCCO2)c2ccccc21,0.79,0.2,-5,·,80*,70*,0.9,0.3,1
Cc1cc(NC2CCCCC2)nc(N2CCOCC2)n1,0.36,0.9,-13,2,7,11,1.1,0.9,4
N#C/C(=C/c1ccc(N2CCCCC2)o1)c1cccc(F)c1,-0.28,0.8,-2,-7,15,25,1.5,0.8,-9
CCn1c(SCC(=O)N2CCCC(C)C2)nnc1-c1ccc(S(=O)(=O)N2CCN(C)CC2)cc1 (stereo not drawn),0.69,1.1,21,6,-8,-2,2*,1,-7
COC(=O)c1[nH]c(C)c(/C(O)=C2\C(=O)C(=O)N(CCCN3CCOCC3)C2c2ccccn2)c1C (stereo not drawn),-0.84,0.9,-6,7,6,-2,1.6,1,0
COc1ccc(NC(=O)CSc2nnc(C3CCCCC3)n2-c2ccccc2)cc1,-0.89,0.7,-3,-8,28,37,1.5,0.6,-13
COc1ccc(CSc2nnc(Cc3sc(-c4ccccc4)nc3-c3ccccc3)o2)cc1,-0.33,0.9,-1,9,6,67*,0.9,0.3,-26
C=CCOc1ccc2ccccc2c1CNCCCN1CCOCC1,0.59,0.8,1,5,24,2,1.3,1,-2
Cc1occc1-c1nnc(SCC(=O)NC(C)(C)C)n1C(C)c1ccccc1 (stereo not drawn),0.42,1,-5,11,-2,18,1.6,0.8,3
O=c1[nH]c(-c2ccccn2)nc2ccccc12,0.31,1.1,13,-2,-7,-10,2.4*,1.1,14
COc1ccccc1-c1nn2c(-c3ccccc3Cl)nnc2s1,·,1,·,·,3,-2,0.9,1,·
CCOC(=O)N1CCC(NC(=O)c2csc3c2CCCC3)CC1,·,0.9,-1,-1,14,-29,1,1.3,0
COC(=O)c1cc(OC)c(OC)cc1NC(=O)CCC1CCCC1,-1.4,0.9,0,-10,11,-4,1.5,1,2
CCOc1ccc(NC(=O)CCCOc2cc(=O)n(C)c3ccccc23)cc1,-0.67,0.7,23,-5,26,71*,0.9,0.3,-10
COCCn1c(SC(C)C(=O)Nc2ccc3c(c2)OCCO3)nc2ccccc2c1=O (stereo not drawn),-0.69,0.9,7,3,14,46,1,0.5,-6
O=C(C1CCCO1)N1CCN(c2ncccn2)CC1 (stereo not drawn),0.01,0.9,8,5,7,-9,0.9,1.1,-3
COc1ccc(NC(=O)N2c3ccccc3CC2C)cc1OC (stereo not drawn),-0.37,0.6,-1,3,44,66*,1.4,0.3,0
O=C1CCCCC1C(Nc1ccc(Br)cc1)c1ccccc1 (stereo not drawn),-0.19,0.5,-8,-3,49,62*,1,0.4,-21
Cc1cccc(OCCn2c(CCCO)nc3ccccc32)c1,0.19,0.1,5,-4,91*,68*,1.6,0.3,6
Cc1nc(CC(=O)N2CCN(S(=O)(=O)c3ccccc3C#N)CC2)cs1,0.19,1.1,12,2,-13,-30,0.9,1.3,2
Cc1c(OCc2nn[nH]n2)ccc2c(-c3ccccc3)cc(=O)oc12,-0.78,0,2,-2,95*,98*,1.4,0,8
COc1cc(/C=N/n2c(C)nnc2C)cc(OC)c1OC,0.97,0.9,-8,4,13,-4,1,1,3

Fetched by compound from the entries so far, 4 records:
mol,PTK2B oligo ant,CYP2C19 act,PostGolgi yeast,EphB4 ephrin blk,CYP2C19 inh,CYP2C9 inh,PLAP activator,CYP2C9 activ,E coli WT exp
Cc1c(OCc2nn[nH]n2)ccc2c(-c3ccccc3)cc(=O)oc12,-0.78,0,2,-2,95*,98*,1.4,0,8
CCOc1ccc(NC(=O)CCCOc2cc(=O)n(C)c3ccccc23)cc1,-0.67,0.7,23,-5,26,71*,0.9,0.3,-10
COCCn1c(SC(C)C(=O)Nc2ccc3c(c2)OCCO3)nc2ccccc2c1=O (stereo not drawn),-0.69,0.9,7,3,14,46,1,0.5,-6
Cc1nc(CC(=O)N2CCN(S(=O)(=O)c3ccccc3C#N)CC2)cs1,0.19,1.1,12,2,-13,-30,0.9,1.3,2

Remaining list, next part
mol,PTK2B oligo ant,CYP2C19 act,PostGolgi yeast,EphB4 ephrin blk,CYP2C19 inh,CYP2C9 inh,PLAP activator,CYP2C9 activ,E coli WT exp
CCN1CCN(C(=O)C(NS(=O)(=O)c2ccc3nc(C)sc3c2)C(C)C)CC1 (stereo not drawn),·,0.7,-6,0,26,7,1.3,0.9,5
Cc1ccc(-c2csc(N3CCC(C(N)=O)(N4CCCCC4)CC3)n2)cc1,·,1.1,5,5,-8,5,0.9,0.9,-11
CC1CCCCC1NC(=O)c1cc2c(s1)CS(=O)(=O)C2 (stereo not drawn),0.5,1.1,8,·,-7,41,1.2,0.6,4
Cc1ccc(C)c(N(CC(=O)N/N=C/c2ccc(-c3ccc([N+](=O)[O-])cc3)o2)S(=O)(=O)c2ccccc2)c1,-0.83,0.8,7,-7,19,61*,1.1,0.4,-9
CCC1C(O)=C(c2ccccn2)C(=N)N1c1ccccc1 (stereo not drawn),-0.69,0.7,1,·,32,6,1.1,0.9,-1
COc1ccc(CCn2c(=O)[nH]c3cc(C(=O)NCCN4CCOCC4)ccc3c2=O)cc1OC,-0.15,1.2,-6,0,-19,42,1.4,0.6,-8
Cc1ccc(-c2nc(-c3cccnc3)no2)cc1,-0.1,0.2,-11,7,76*,-2,1,1,4
Cc1ccc(-c2nnc(SCC(=O)Nc3ccc(N4CCOCC4)cc3)o2)cc1,-0.48,1,-8,-39,3,11,0.9,0.9,-3
COc1ccc(/C(O)=C(\C#N)c2nc3ccccc3n2C)cc1OC,0.34,1.1,0,2,-9,-3,1.1,1,-4
Cn1cc(C(=O)c2cccc(Cl)c2Cl)cc1C(=O)O,-0.31,1.1,-7,-2,-9,-8,1,1.1,-9

Molecules shown so far that contain a COOH group, in the order listed:
mol,PTK2B oligo ant,CYP2C19 act,PostGolgi yeast,EphB4 ephrin blk,CYP2C19 inh,CYP2C9 inh,PLAP activator,CYP2C9 activ,E coli WT exp
O=C(O)c1cccc(Cn2c(Cl)c(/C=N/NC(=O)c3ccccc3Cl)sc2=O)c1,-0.28,0.8,1,-5,17,-8,1.1,1.1,-2
Cn1cc(C(=O)c2cccc(Cl)c2Cl)cc1C(=O)O,-0.31,1.1,-7,-2,-9,-8,1,1.1,-9

(continued)
mol,PTK2B oligo ant,CYP2C19 act,PostGolgi yeast,EphB4 ephrin blk,CYP2C19 inh,CYP2C9 inh,PLAP activator,CYP2C9 activ,E coli WT exp
COc1ccc(-n2nnnc2SCC(=O)Nc2ccc3c(c2)OCCO3)c(OC)c1,-1.9,0.9,27,-4,7,-11,1,1.1,-1
CCSc1ccccc1C(=O)N1CCN(Cc2ccc3c(c2)OCO3)CC1,0.42,0.9,7,0,12,3,1.3,1,9
COc1ccc(N/C=C(/C(C)=O)c2ccccc2)cc1,1.5,0.1,6,-5,89*,90*,1.1,0.1,2
O=S(=O)(Cc1ccccc1)N1CCn2c(nc3ccccc32)C1,·,1.1,1,2,-5,21,0.9,0.8,-4
Cc1ccc(C(=O)OCC(=O)Nc2ccc3c(c2)OCO3)o1,0.55,·,2,3,·,·,·,·,3

A draw from above in order of heavy-atom count, high to low:
mol,PTK2B oligo ant,CYP2C19 act,PostGolgi yeast,EphB4 ephrin blk,CYP2C19 inh,CYP2C9 inh,PLAP activator,CYP2C9 activ,E coli WT exp
CCSc1ccccc1C(=O)N1CCN(Cc2ccc3c(c2)OCO3)CC1,0.42,0.9,7,0,12,3,1.3,1,9
Cc1ccc(C(=O)OCC(=O)Nc2ccc3c(c2)OCO3)o1,0.55,·,2,3,·,·,·,·,3
COc1ccc(N/C=C(/C(C)=O)c2ccccc2)cc1,1.5,0.1,6,-5,89*,90*,1.1,0.1,2
